# Compound activity from PubChem.
# TAG inh = triacylglycerol accumulation inhibition | H9c2 cells, Nile Red lipid (TAG) fluorescence; cells loaded with 200 µM oleic acid | inhibition, % at 12.5 µM | 230,000 tested, 0.66% active;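 active = pattern-corrected inhibition of lipid staining of at least 50% with the nuclear-stain viability signal not falling by more than 50%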;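 note: 0% = DMSO wells and 100% = triacsin C control wells; some results filed as inactive read as strong as hits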
# TAG inh DAPI viability = recorded beside TAG inh, whose call it bears; DAPI nuclei signal change (viability), lower = more cytotoxic, %;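 whole-well DAPI fluorescence read on a plate reader as a viability signal; minus 50 percent equals half of cells still viable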
# * marks the source's active call; other numbers are inactive results.
Structure,TAG inh DAPI viability,TAG inh
O=[N+]([O-])c1cc2c(cc1/C=N/Nc1nc(Nc3ccccc3)nc(N3CCCCC3)n1)OCO2,3,43
O=C(CCC1CCCN(C(=O)Cn2cnnn2)C1)NCc1ccccc1F (stereo not given),8,-12
COc1ccc(C2C(C(=O)O)CCC(=O)N2c2ccc(C)cc2)cc1OC (stereo not given),0,-14
O=C(CC1C(=O)NCCN1CC1CCCCC1)NCCCN1CCOCC1 (stereo not given),7,-15
Fc1cccc(CSc2ncnc3c2ncn3C2CCCCO2)c1 (stereo not given),8,9
COc1ccc(-c2sc3ccccc3c2-c2ccc(OCCN3CCOCC3)cc2)cc1,22,-19
CN1CC(=O)N(CC(=O)NCc2ccc(F)cc2)c2ccccc2C1=O,-10,5
COc1ccc(/C=C/C(=O)NNC(=O)c2cc(C)oc2C)cc1,-4,0
CC(=O)N1CCC(=NNc2ccc(S(N)(=O)=O)cc2[N+](=O)[O-])CC1,-1,-3
CCC(C)(C)c1nnc(NC(=O)c2ccc([N+](=O)[O-])cc2)s1,5,-16
COc1cccc(C(=O)Nc2ccccc2C(=O)N2CCCC2)c1,-1,-9
CCOC(=O)c1ccc2ncc(C(=O)OCC)c(Nc3ccc(N4CCOCC4)cc3)c2c1,0,26
Cc1sc2ncnc(SCC(=O)Nc3ccc(CN4CCCC4)cc3)c2c1C,-4,21
Nc1c(-c2cccc(Cl)c2)cnn1-c1cccc([N+](=O)[O-])c1,-1,2
CCCn1c(N)c(C(=O)CN(C)CC(=O)Nc2ccc(F)cc2)c(=O)[nH]c1=O,-6,17
CC(C)(C)NC(=O)COC(=O)c1ccc(F)cc1Cl,-6,6
CCOC(=O)CNC(=O)CSc1nnc(NC(=O)c2ccc(S(=O)(=O)N3CCOCC3)cc2)s1,-8,23
CCC(C)(C(=O)NC1CCCCC1)N(C(=O)C1CCC(=O)N1)c1ccc(C)cc1 (stereo not given),-14,7
CCOC(=O)c1c(C)[nH]c(C(=O)COC(=O)CNC(=O)C2CCCCC2)c1C,-5,1
Cc1cccc(C(=O)N(Cc2nc3ccccc3c(=O)[nH]2)C2CCCC2)c1,5,-2
CCCC(=O)OC/C(O)=C(\C#N)c1nc2ccccc2[nH]1,4,-8
CCCNC(=O)/C(=C/c1cn(S(=O)(=O)N(C)C)c2ccccc12)NC(=O)c1ccc(OC)cc1,0,-11
CCc1noc(C)c1C(=O)OCC(=O)N1CCc2ccccc21,-2,0
Cc1nnc(C)n1N,0,-11
O=C(Cn1cc2c(n1)CCCC2)NCc1ccccn1,-1,10
O=C(NN=C1CCCCCC1)c1ccncc1,-5,10
CNC(=O)c1ccc(CN(C)CC(=O)Nc2ccccc2C(=O)NC2CC2)cc1,5,9
O=C(Cn1cc(/C=N/O)c2ccccc21)N1CCOCC1,0,-1
COc1cccc(NC(=O)COc2coc(CN3CCN(c4ccccc4)CC3)cc2=O)c1,-3,-3
CCCNC(=O)CS(=O)Cc1nc(-c2ccccc2C)oc1C (stereo not given),-7,9

# Some of the entries so far, with two lines to a compound:
# Under each structure – TAG inh DAPI viability	TAG inh
CN1CC(=O)N(CC(=O)NCc2ccc(F)cc2)c2ccccc2C1=O
    -10	5
O=C(CC1C(=O)NCCN1CC1CCCCC1)NCCCN1CCOCC1 (stereo not given)
    7	-15
Cc1sc2ncnc(SCC(=O)Nc3ccc(CN4CCCC4)cc3)c2c1C
    -4	21
CCCNC(=O)CS(=O)Cc1nc(-c2ccccc2C)oc1C (stereo not given)
    -7	9

# (continued)
Structure,TAG inh DAPI viability,TAG inh
CS(=O)(=O)N1CCc2cc(C(=O)Nc3ccc(O)cc3)ccc21,-7,9
CC(C)CCN1C(=O)c2ccc(C(=O)Nc3cc(C(=O)O)cc(C(=O)O)c3)cc2C1=O,-4,3
Cn1c(=O)[nH]c(NCCc2ccc(O)cc2)c([N+](=O)[O-])c1=O,1,4
CCSc1nc2c(c(=O)[nH]1)C(c1cccnc1)C(C(=O)OC)=C(C)N2 (stereo not given),2,8
Cc1ccc(NC(=O)c2sc(N)nc2-c2ccccc2)cc1C,-13,1
CC1=CC(C)(C)n2c(O)c(N=NC(N)=S)c3cccc1c32,12,7
Cc1ccc(S(=O)(=O)N2CCN(C(=O)CN3C(=O)CNC3=O)CC2)cc1,-7,-14
COCCNC(=O)C1CC(=O)N(c2ccc(F)c(Cl)c2)C1 (stereo not given),-5,-3
CC1(C)CC(=O)C=C(c2cccc(O)c2)C1,-3,-5
Clc1ccc2nc(CSc3ncn[nH]3)cn2c1,-3,3
CC(C)C(OC(=O)c1cccs1)C(=O)NC1CCCCC1 (stereo not given),4,-4
COc1ccccc1CNC(=O)C(NS(=O)(=O)c1cccc2nsnc12)C(C)C (stereo not given),-9,7
COc1ccc(OCc2nc(C#N)c(NCCCn3ccnc3)o2)cc1,6,-8
CCOC(=O)Nc1nc(C)c(C(=O)c2ccc(Cl)cc2)s1,-35,20
Cc1ccc(C(=O)N/C(=C/c2ccc(-c3ccc([N+](=O)[O-])cc3)o2)C(=O)NCCCN(C)C)cc1,14,13
O=C(NCc1ccccn1)C1CC(=O)N(C2CCCC2)C1 (stereo not given),-1,3
CCn1c(=S)sc2c(=O)[nH]c(C)nc21,7,-7
COC(=O)c1ccccc1NC(=O)CSc1nnc(-c2cccnc2)n1N,3,2
CCn1c(Cc2ccccc2)nnc1SCC(=O)Nc1ccc2c(c1)OCO2,-4,-7
S=C(NC1CCCC1)NC1CC1,-3,18
O=C(COC(=O)c1ccc(Br)o1)NCCc1ccccc1,10,-7
Nc1cc(Cl)ccc1C(=O)OCC(=O)NC1CCCCC1,8,-11
Cc1ccc(NC(=O)CN(c2ccccc2F)S(C)(=O)=O)cc1,-1,8
O=C(Nc1nc2c(F)cc(F)cc2s1)C1CC(=O)N(Cc2ccco2)C1 (stereo not given),0,7
COc1ccc(-c2coc3c(C(=O)Nc4cccc(NS(C)(=O)=O)c4)cccc23)c(C)c1,4,9
O=C(Nc1ccc(F)c(Cl)c1)[C@@H]1O[C@H](CO)[C@H](O)[C@H](O)[C@H]1O,1,9
CC(C)(C)C(=O)NC1(C(F)(F)F)N=C2SCCN2C1=O (stereo not given),5,-29
CC1CCCCC12NC(=O)N(CC(=O)NC(=O)Nc1ccc3c(c1)OCCO3)C2=O (stereo not given),-5,1
CC(=O)c1ccc2c(c1)N(Cc1ccccc1)C(=O)C(C)S2 (stereo not given),-12,5
CC(=O)N1CC2(CC(c3ccccc3C(F)(F)F)=NO2)CN1c1ccc(Cl)cc1 (stereo not given),6,2
O=C(NCc1cccs1)c1ccc(Cl)c(S(=O)(=O)N2CCCC2)c1,-7,3
CC(=O)Nc1ccccc1-c1nnn(CC(=O)Nc2ccc3c(c2)OCCO3)n1,-6,5
COc1ccc(COC(=O)C2=C(C)NC(=O)NC2c2ccc(OC)cc2)cc1 (stereo not given),0,-2
CCc1cccc(CC)c1NC(=O)C[n+]1cccc(C(N)=O)c1,2,-19
CN1CCN(C(=O)OCCOCCOC(=O)N2CCN(C)CC2)CC1,0,-9
CC(C)Cn1c(N)c(C(=O)CSc2nnc(C3CC3)n2C2CC2)c(=O)n(C)c1=O,14,-10
COc1ccc(CN(C)C(=O)C2CCN(C(=O)Nc3ccccc3)CC2)cc1,0,34
COCCCNC(=O)Nc1ccc(F)cc1F,-2,-3
O=C(NCc1ccc(OC(F)(F)F)cc1)c1cccc2c1C(=O)c1ccc(N3CCC(Cc4ccccc4)CC3)cc1S2(=O)=O,-4,12
Cc1ccc(NC(=O)COC(=O)CCc2nc3ccccc3c(=O)[nH]2)cc1Cl,11,1
Cc1cc(C)n2nc(C(=O)NNC(=O)c3ccccc3)nc2n1,6,-22
COC(=O)c1cc(Cl)c(NC(=O)c2cc3ccccc3o2)cc1OC,-2,-14
CCn1c(Oc2ccccc2C)nc2c1c(=O)n(C)c(=O)n2C,-7,-10
CC1(C)CC(=O)C(C=NCCN2CCNCC2)=C(O)C1,5,-18
CC(=O)Nc1ccc(C(=O)COC(=O)CCc2ccccc2)c(F)c1,-5,1
Cc1cc(NC(=O)CSc2nccn2-c2cccc(Cl)c2)no1,-5,3
N#Cc1ccc(C#Cc2ccc3oc4ccccc4c(=O)c3c2)cc1,7,-10
COC(=O)C1=C(C)N(Cc2ccccc2)C(=NCc2cccc(C(F)(F)F)c2)N[C@H]1c1cccc(F)c1,-68,124
CCCCc1ccc(-c2nc(-c3ccncc3)no2)cc1,-11,6
CCc1ccc(C(=O)COC(=O)C(CCSC)NC(=O)c2ccccc2)cc1 (stereo not given),11,-6
CCN(C(=O)Cn1cc(C(F)(F)F)ccc1=O)c1c(N)n(Cc2ccccc2)c(=O)[nH]c1=O,2,-9
COC(=O)c1ccc(NS(=O)(=O)c2cc(C)ccc2OC)cc1,6,-15
Cn1c(N)c(C(=O)COC(=O)COc2ccc(C#N)cc2)c(=O)n(C)c1=O,6,-5
O=C(COc1ccccc1[N+](=O)[O-])N1CCN(S(=O)(=O)c2ccccc2)CC1,12,-28
Cn1ccnc1C(=O)c1ccc(Cl)c(S(=O)(=O)N2CCOCC2)c1,9,-5
CC(NC(=O)CCc1ccccc1)c1ccc2c(c1)OCO2 (stereo not given),-4,3
COc1cccc(NC(=O)COC(=O)c2ccc3ccccc3n2)c1,-4,-12
CN(CC(=O)Nc1cccc(F)c1)C(=O)CCc1nc2ccccc2c(=O)[nH]1,-2,19
Cc1ccc(NC(=O)c2cnccn2)cc1,-16,23
COCc1cc(=O)n2[nH]c(C)nc2n1,-5,6

# Later entries:
Structure,TAG inh DAPI viability,TAG inh
COc1cccc(C(=O)n2ccc(-c3cccs3)n2)c1,3,-5
Cc1c(C(=O)NCc2cccs2)oc2ccc(S(=O)(=O)N3CCOCC3)cc12,-11,1
O=C(c1ccccc1)C1CCN(c2ncccc2[N+](=O)[O-])CC1,0,-20
CC1(C)Cc2cccc(OCC(=O)Nc3cc(S(C)(=O)=O)ccc3Cl)c2O1,-5,-3
COc1ccc(NC(=O)c2ccc(-c3ccc(F)cc3)o2)cc1OC,-5,-16
C/C(=N\Nc1c(F)c(F)c(Br)c(F)c1F)c1ccncc1,-10,10
CCOc1cc(C(=O)Nc2ccc(S(=O)(=O)NC3=NCCCCC3)cc2)cc(Br)c1OC,-8,12
Cc1ccc(C(=O)N2CCN(S(=O)(=O)c3ccccc3)CC2)s1,-3,6
COc1ccc(-c2noc(N3CCC(C(=O)NCCCN4CCCC(C)C4)CC3)n2)cc1 (stereo not given),7,1
CCc1ccc(C2c3[nH]c4ccccc4c3CCN2C(=O)CNC(N)=O)cc1 (stereo not given),-3,14
c1ccc2nc(N3CCOCC3)c(N3CCOCC3)nc2c1,-13,22
O=C(COc1ccc(Cl)cc1Cl)Nc1ccc(S(=O)(=O)NC2=NCCCCC2)cc1,-7,-6
COc1ccc(CN(C)C(=O)Cn2cnc(C(=O)Nc3ccc(C)c(C)c3)n2)cc1OC,-7,4
Brc1ccccc1-n1nnc(-c2nccs2)n1,-8,7
Cc1cn([C@H]2C[C@H](O)[C@@H](CNC(=O)c3ccccn3)O2)c(=O)[nH]c1=O,13,2
Cc1nccn1CCN(C)Cc1cn(Cc2ccccc2)nc1-c1ccc2c(c1)OCO2,14,9
CCc1cc(=O)[nH]c(SCC(=O)NCC2CCCO2)n1 (stereo not given),-4,-2
CC(=O)c1ccc(-c2cnc3c(NC=O)cc(-c4cnn(C)c4)cn23)cc1,-4,0
Cc1ccc(C(=O)NC2CCCC(C)C2C)cc1S(=O)(=O)N1CCCCC1 (stereo not given),-9,-7
COc1cc2cnc(Cl)nc2cc1OC,0,0
CCCNC(=O)COC(=O)/C=C/c1ccc(C)o1,2,-8
O=C(COc1cccc2ccccc12)NNC(=O)c1cccs1,-8,2
COc1ccc2cc(C(=O)C3CCCN(Cc4cccc(C)n4)C3)ccc2c1 (stereo not given),118,-4
Cn1c(C(=O)N2CCC(C(=O)N3CCN(Cc4ccc5c(c4)OCO5)CC3)CC2)cc2sccc21,-6,4
N#CC1=C(SCc2ccc(C#N)cc2)N=C(N)C(c2nc(-c3ccccc3)cs2)C12CCCCC2 (stereo not given),7,-5
COC(=O)c1cc(Cc2ccc(N)c(C(=O)OC)c2)ccc1N,-4,4
O=C(OCc1cc(=O)n2c(n1)sc1ccccc12)c1ccc2c(=O)n3c(nc2c1)CCC3,-1,7
CCN(CC)S(=O)(=O)c1ccc(C(=O)N2CCCCC2)cc1,10,3
COc1cccc(OC)c1C(=O)Nc1cccc(S(=O)(=O)Nc2ccccc2Cl)c1,-2,2
COc1ccc(S(=O)(=O)N2CCN(C(=O)c3cc(C)nc4ccccc34)CC2)cc1OC,6,-6
O=C1[C@H]2[C@@H](c3ccc(C(F)(F)F)cc3)N[C@]3(CCCN(Cc4ccc(C(F)(F)F)cc4)C3=O)[C@H]2C(=O)N1Cc1ccccc1,-11,30
CCCNC(=O)c1onc(CSc2ccccn2)c1C(=O)NCCC,5,-2
O=c1nc(N2CCCCC2)nc2n1CCO2,-3,-7

# Molecules listed so far that contain a COOH group:
Structure,TAG inh DAPI viability,TAG inh
COc1ccc(C2C(C(=O)O)CCC(=O)N2c2ccc(C)cc2)cc1OC (stereo not given),0,-14
CC(C)CCN1C(=O)c2ccc(C(=O)Nc3cc(C(=O)O)cc(C(=O)O)c3)cc2C1=O,-4,3

# Not all compounds are listed; the hit share may differ from the screen's.
